Bioassay records (PubChem BioAssay)
RMI-FANCM inh: blocks RMI1/RMI2 complex binding to FANCM MM2 peptide; Fluorescence polarization, RMI core complex with F-MM2 peptide; hits give low values; FP signal (polarization) at 33 µM; 70,000 compounds, 0.58% hits; AID 1159607; in the data active = FP signal below about 40; also: inactives centre near 61; strong numbers were not always called active; unit not given here
* hit, by the source's call; & = joins results of further samples. The list is partial (hit frequency here may not be typical).

Sample of the layout:
O=c1[nH]c2c(s1)C(c1ccc(Cl)cc1)C1C3CCC(C3)C1S2 (stereo not drawn) was read as RMI-FANCM inh 16*.
`O=C(CSc1nnc(CNC(=O)c2cccc3ccccc23)n1-c1cccc(C(F)(F)F)c1)Nc1ccc(F)cc1` gave RMI-FANCM inh 65.
`CCCNC(=O)C(=O)NCCCc1ccc(N(C)C)cc1` gave RMI-FANCM inh 69.
For O=C(NCc1cccs1)c1ccc(Cn2cnc3ccccc32)o1 the results were RMI-FANCM inh 64.
Screening O=C(Cn1cncn1)Nc1ccc(S(=O)(=O)Nc2nccs2)cc1 returned RMI-FANCM inh 63.
`CCOC(=O)C1CCCN(c2ncnc3nc[nH]c23)C1` (stereo not drawn) gave RMI-FANCM inh 62.
`COc1c(Br)csc1C(=O)NN` gave RMI-FANCM inh 62.

The list itself, from the first entry:
O=c1[nH]c2c(s1)C(c1ccc(Cl)cc1)C1C3CCC(C3)C1S2 (stereo not drawn) was read as RMI-FANCM inh 16*.
`O=C(CSc1nnc(CNC(=O)c2cccc3ccccc23)n1-c1cccc(C(F)(F)F)c1)Nc1ccc(F)cc1` gave RMI-FANCM inh 65.
`CCCNC(=O)C(=O)NCCCc1ccc(N(C)C)cc1` gave RMI-FANCM inh 69.
For O=C(NCc1cccs1)c1ccc(Cn2cnc3ccccc32)o1 the results were RMI-FANCM inh 64.
Screening O=C(Cn1cncn1)Nc1ccc(S(=O)(=O)Nc2nccs2)cc1 returned RMI-FANCM inh 63.
`CCOC(=O)C1CCCN(c2ncnc3nc[nH]c23)C1` (stereo not drawn) gave RMI-FANCM inh 62.
`COc1c(Br)csc1C(=O)NN` gave RMI-FANCM inh 62.
COc1ccc(-c2noc(CSc3nc4ccsc4c(=O)[nH]3)n2)c(OC)c1 was read as RMI-FANCM inh 70.
`O=C(CSc1ccc2ccccc2n1)Nc1cccc(Cl)c1` gave RMI-FANCM inh 71.
COCc1cc(C)nc2oc(C(=O)c3ccccc3)c(N)c12 was read as RMI-FANCM inh 61.
CCOC(=O)c1sc(NC(=O)c2ccncc2)c(C(=O)OCC)c1C was read as RMI-FANCM inh 58.
O=c1cc(Nc2ccc(OC(F)(F)F)cc2)c2ccccc2o1 was read as RMI-FANCM inh 61.
For O=S(=O)(NCc1ccccn1)c1cccc(Cl)c1 the results were RMI-FANCM inh 56.
For CC1CCN(C(=O)Cn2c(-c3ccncc3)nc3ccccc32)CC1 the results were RMI-FANCM inh 61.
For COC(=O)c1cccc(NC(=O)COc2cc(C)ccc2C(C)(C)C)c1 the results were RMI-FANCM inh 67.
For O=c1c2ncccc2n(Cc2cccc(F)c2)c(=O)n1Cc1cccs1 the results were RMI-FANCM inh 78.
For CN(C)CCNC(=O)NCC12CC3CC(CC(C3)C1)C2 the results were RMI-FANCM inh 77.
`Cn1nccc1C(=O)Nc1nnc(CS(=O)(=O)c2ccccc2)o1` gave RMI-FANCM inh 68.
c1cc2c(cc1-c1csc(-c3ccc(C4SCCS4)cc3)n1)OCCCO2 was read as RMI-FANCM inh 50.
`Clc1ccc(-n2nnnc2/C=C/N2CCN(c3cccc(Cl)c3)CC2)cc1` gave RMI-FANCM inh 50.
For O=C(Cc1csc(NC(=O)c2ccc(=O)[nH]c2)n1)NCc1cccs1 the results were RMI-FANCM inh 63.
`O=C(Nc1ccc2sccc2c1)c1cccs1` gave RMI-FANCM inh 60.
`C=CCNc1nnc(C(C)(C)C)c(=O)[nH]1` gave RMI-FANCM inh 53.
O=C(NCC(c1cccnc1)N1CCc2ccccc2C1)C(=O)Nc1ccc(F)c(Cl)c1 (stereo not drawn) was read as RMI-FANCM inh 54.
For COc1ccc(C)cc1NC(=O)C12CCC(C)(C(=O)C1=O)C2(C)C (stereo not drawn) the results were RMI-FANCM inh 59.
CC12CCC(C(=O)N(CCC(=O)N=Nc3c(O)[nH]c4ccccc34)C1=O)C2(C)C (stereo not drawn) was read as RMI-FANCM inh 57.
Screening CSc1cccc(NC(=O)C(=O)NCC(c2ccc3c(c2)CCN3C)N(C)C)c1 (stereo not drawn) returned RMI-FANCM inh 67.
Screening COc1ccc(N2CCN(CCNC(=O)c3cccs3)CC2)cc1 returned RMI-FANCM inh 65.
Screening CCOc1ccc(-n2nnc3c(=O)n(Cc4nc(-c5cccc(C(F)(F)F)c5)no4)cnc32)cc1 returned RMI-FANCM inh 62&89.
Screening O=S(=O)(c1ccc2ccccc2c1)N1CCN(c2ccc(-c3ccccc3)nn2)CC1 returned RMI-FANCM inh 129.

Quoted at random: 4 compounds from above, in no set order.
For O=C(Cc1csc(NC(=O)c2ccc(=O)[nH]c2)n1)NCc1cccs1 the results were RMI-FANCM inh 63.
`O=C(Nc1ccc2sccc2c1)c1cccs1` gave RMI-FANCM inh 60.
`Clc1ccc(-n2nnnc2/C=C/N2CCN(c3cccc(Cl)c3)CC2)cc1` gave RMI-FANCM inh 50.
For O=c1c2ncccc2n(Cc2cccc(F)c2)c(=O)n1Cc1cccs1 the results were RMI-FANCM inh 78.

Next part
Screening COc1cc2ccccc2cc1C(=O)Nc1ccc(S(=O)(=O)Nc2nccc(C)n2)cc1 returned RMI-FANCM inh 62.
For COc1cccc(C(=O)NCCNC(=O)c2ccc(NC(=O)C3CC3)cc2)c1 the results were RMI-FANCM inh 66.
`COc1cccc2cc(S(=O)(=O)c3cc(C)cc(C)c3)c(=O)oc12` gave RMI-FANCM inh 60.
`Cn1c(=O)c2ccc(-c3cccs3)nc2n1CC(=O)N1CCN(c2ccccc2)CC1` gave RMI-FANCM inh 60.
For Cc1nn(C)c(NNC(=O)C(C)(C)C)c1[N+](=O)[O-] the results were RMI-FANCM inh 62.
For COc1ccc2nc(-c3ccc(C)c(NC(=O)c4c(OC)cccc4OC)c3)cn2n1 the results were RMI-FANCM inh 77.
Screening Cc1nc2ccc(NS(=O)(=O)c3ccc(OC(F)(F)F)cc3)cc2c(=O)n1-c1ccccc1 returned RMI-FANCM inh 61.
Screening O=C(COc1ccccc1)Nc1nnc(SCc2ccc(Br)cc2)s1 returned RMI-FANCM inh 52.
Cc1nc2ccc(NC(=O)c3ccc(S(=O)(=O)N(C)C)cc3)cc2c(=O)n1-c1ccc(F)cc1 was read as RMI-FANCM inh 60.
COc1cc2nc(NC(=O)c3ccnn3C)sc2cc1OC was read as RMI-FANCM inh 68.
For CN[C@@H]1[C@H](O[C@H]2[C@H](O[C@@H]3[C@@H](O)[C@H](O)[C@@H](N=C(N)N)[C@H](O)[C@H]3N=C(N)N)O[C@@H](C)[C@]2(O)CO)O[C@@H](CO)[C@H](O)[C@H]1O the results were RMI-FANCM inh 59.
Screening COc1ccc2nc(N(CCn3cccn3)C(=O)COc3ccccc3OC)sc2c1 returned RMI-FANCM inh 62.
`CC(C)(C)c1cc(NC(=O)CSc2nnc(-c3ccccc3)o2)cc(C(C)(C)C)c1` gave RMI-FANCM inh 79.
Screening COC(=O)c1ccc(NC(=O)Cc2csc(SCc3ccc(Cl)cc3)n2)cc1 returned RMI-FANCM inh 106.
COc1cc2c(cc1OC)CN(c1ncnc3scc(-c4ccc(Cl)cc4)c13)CC2 was read as RMI-FANCM inh 75.
`COc1ccc(N2CCN(C(=O)c3csc(Nc4ccccc4)n3)CC2)cc1` gave RMI-FANCM inh 62.
Cc1ccc(S(=O)(=O)Nc2ccc3c(c2)N(C(=O)c2cccs2)CC3)c(C)c1 was read as RMI-FANCM inh 78.
For Cc1cccc(S(=O)(=O)Nc2nc3ccccc3nc2Nc2ccc3c(c2)OCCO3)c1 the results were RMI-FANCM inh 64.
Screening CCOC(=O)c1ccccc1NC(=O)Cn1c(=O)n(Cc2ccc(F)cc2)c(=O)c2nccnc21 returned RMI-FANCM inh 70.
For CC1CCc2c(sc(NC(=O)Oc3ccccc3)c2C(N)=O)C1 (stereo not drawn) the results were RMI-FANCM inh 65.
`CCS(=O)(=O)N1CCc2ccc(NS(=O)(=O)Cc3ccc(Cl)cc3)cc2C1` gave RMI-FANCM inh 63.
For COC(=O)C1=C(C)NC(=S)NC1c1ccc(F)c(Br)c1 (stereo not drawn) the results were RMI-FANCM inh 64.
For Nc1nc2ccc(C(=O)NCCO)cc2s1 the results were RMI-FANCM inh 50.
For Cc1cc(C(=O)Nc2nc(-c3ccccc3)c(C(=O)c3ccccc3)s2)no1 the results were RMI-FANCM inh 62.
For CCNC(=O)N1CCN(Cc2nc(-c3cccs3)cs2)CC1 the results were RMI-FANCM inh 59.
Screening CCn1c(=NC(=O)c2ccnn2C)sc2cc(SC)ccc21 returned RMI-FANCM inh 68.
`COc1ccc(NC(=O)c2csc(Nc3ccccc3)n2)c(OC)c1` gave RMI-FANCM inh 65.
Screening COCCCNC(=S)NNC(=O)c1c(OC)cc(C(F)(F)F)cc1C(F)(F)F returned RMI-FANCM inh 54&49.
`COC(=O)c1ccc(CO/N=C(/N)c2ccc(C(C)(C)C)cc2)o1` gave RMI-FANCM inh 53.
Screening NC(=O)c1ccc(NC(=O)C(=O)N2CCN(c3ccccc3F)CC2)cc1 returned RMI-FANCM inh 50.
`Cc1ccc(NC(=O)Nc2nc(C)c(C(=O)NCc3c(F)cccc3F)s2)cc1` gave RMI-FANCM inh 57.
For COc1ccc(-c2nc(C)c(CCNS(=O)(=O)N(C)C)s2)cc1 the results were RMI-FANCM inh 75.
`CS(=O)(=O)c1ccc(Nc2nc(C(=O)NCc3ccco3)cs2)cc1` gave RMI-FANCM inh 63.
For Cc1ccc(S(=O)(=O)C(CNC(=O)c2ccc(C)c(C)c2)c2ccco2)cc1 (stereo not drawn) the results were RMI-FANCM inh 53.
Screening Cc1nnc(NC(=O)Cc2cc(=O)[nH]c(SCc3cccc(Cl)c3)n2)s1 returned RMI-FANCM inh 48.
For Cc1cc(NC(=O)CN2C(=O)CC(c3ccccc3)S(=O)(=O)c3ccccc32)no1 (stereo not drawn) the results were RMI-FANCM inh 60.
For CC(=O)n1ccc(-c2ccc(-c3cc(C(F)(F)F)n(C)n3)s2)n1 the results were RMI-FANCM inh 53.
Screening COc1cccc(OC)c1C(=O)N1CCN(c2ccc(-c3ccccc3C)nn2)CC1 returned RMI-FANCM inh 68.
Screening O=C(NNC(=O)c1cccn(Cc2cccc(F)c2)c1=O)Nc1ccc2c(c1)OCO2 returned RMI-FANCM inh 59.
For O=C(Cc1cccs1)Nc1ccc(SCC(=O)N2CCCC2)nn1 the results were RMI-FANCM inh 62.
`Cc1nnc(Sc2ncc([N+](=O)[O-])s2)n1-c1ccc(OCc2ccccc2)cc1` gave RMI-FANCM inh 60.
`COc1ccc2nc(-c3ccc(C)c(NC(=O)c4ccc(C(F)(F)F)cc4)c3)cn2n1` gave RMI-FANCM inh 102.
Screening Cc1cc(C)c2nc(NCCN(C)C)sc2c1 returned RMI-FANCM inh 74.
`CCOC(=O)CSc1ccc(NC(=O)c2ccc(C)cc2)nn1` gave RMI-FANCM inh 66.
For CCOC(=O)c1c(C)csc1N the results were RMI-FANCM inh 52.
For Cc1ccc2[nH]c(=O)c(N3CCCCC3)c(-c3ccccc3)c2c1 the results were RMI-FANCM inh 56.
Screening O=C(CCS(=O)(=O)c1ccc(Cl)cc1)Nc1nnc(Cc2ccc3c(c2)OCO3)o1 returned RMI-FANCM inh 68.
CC(C)(C)c1cc(C(=O)NNC(=S)Nc2ccccc2)n(Cc2ccc(Cl)cc2Cl)n1 was read as RMI-FANCM inh 49.
Screening O=C(NC1CCCCNC1=O)c1ccc2nsnc2c1 (stereo not drawn) returned RMI-FANCM inh 57.
CC1=C2CCCC2CC/C1=N/Nc1nc(-c2ccccc2)cs1 (stereo not drawn) was read as RMI-FANCM inh 54.
CC(=O)Nc1ccc2c(c1)N(C(=O)C1CCCC1)CC2 was read as RMI-FANCM inh 64.
For O=C1OCCC1Sc1nc2ccccc2c(=O)[nH]1 (stereo not drawn) the results were RMI-FANCM inh 58.
For O=C(Cn1cnc2c(sc3ncccc32)c1=O)Nc1ccc(Cl)cc1 the results were RMI-FANCM inh 73.
COc1ccc(-c2ccc(C)c(NC(=O)c3cc4ccccc4oc3=O)c2)nn1 was read as RMI-FANCM inh 77.
For Cc1cc(C(=O)CN2C(=O)C(=O)c3cc([N+](=O)[O-])ccc32)c(C)o1 the results were RMI-FANCM inh 66.
`CC(C)N1CCC(CNC(=O)C(=O)Nc2cccc(F)c2)CC1` gave RMI-FANCM inh 73.
O=C(COc1ccc(Cl)cc1)NCCNC(=O)c1ccc(NC(=O)C2CC2)cc1 was read as RMI-FANCM inh 79.
For CCN(c1ccccc1)S(=O)(=O)c1ccc(Cl)c(N)c1 the results were RMI-FANCM inh 70.
`CCOc1ccc(CC(=O)NCCn2nc(-c3cccs3)ccc2=O)cc1` gave RMI-FANCM inh 63.
Screening Cc1cc(-c2nnc(NC(=O)c3ccc4ncsc4c3)o2)nn1C returned RMI-FANCM inh 82.
For Cc1sc2ncn(CCC(=O)O)c(=O)c2c1C the results were RMI-FANCM inh 62.
`COC(=O)c1c(NC(=O)c2ccc(Cl)cc2)sc2c1CCN(C(C)C)C2` gave RMI-FANCM inh 192.
`O=C1NC2=C(C(=O)N(Cc3ccc(F)cc3)C2)C(c2ccc([N+](=O)[O-])cc2)N1` (stereo not drawn) gave RMI-FANCM inh 54.
Screening CCOC(=O)c1[nH]c(Cc2[nH]c(C(=O)OCC)c(C)c2C)c(C)c1C returned RMI-FANCM inh 78.
COC(=O)CSC(C)C(=O)Nc1nnc(C)s1 (stereo not drawn) was read as RMI-FANCM inh 59.
Cc1cc(O)cc(=O)o1 was read as RMI-FANCM inh 55.
For CS(=O)(=O)c1ccc(CC(=O)Nc2nnc(C3CCCO3)o2)cc1 (stereo not drawn) the results were RMI-FANCM inh 56.
`OCCN1CCN(CC/C=C2/c3ccccc3Sc3ccc(C(F)(F)F)cc32)CC1` gave RMI-FANCM inh 50.
Screening Cc1csc(NC(=O)CC2CSc3nc4c(cnn4-c4ccc(F)cc4)c(=O)n32)n1 (stereo not drawn) returned RMI-FANCM inh 53.
`COc1ccc(Cc2nnc(Nc3ccc(F)c(Cl)c3)[nH]c2=O)cc1` gave RMI-FANCM inh 56.
CCn1nccc1C(=O)Nc1ccccc1-c1nc2ccccc2[nH]1 was read as RMI-FANCM inh 71.
